# KB-3-1 tox = kills parental KB-3-1 adenocarcinoma cells | KB-3-1 viability, CellTiter-Glo ATP luminescence, 72 h | Potency, µM (top dose mostly 46.1 µM), inactives show top-dose activity change, negative = cytotoxic, usual class: cytotoxic | actives 1.4% (n = 400,000) | AID 1347075; also: potency is read from the fitted curve at half-maximal effect; % is scaled to controls: 0 for no effect and ±100 for the full control effect; nearly all actives have a fitted effect of over 60% in size
#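 Cells are dispensed, compounds pinned in, plates held at 37 °C for 72 h, then CellTiter-Glo is added and luminescence read after 10 minutes. Cell line: parental KB-3-1 in phenol-red-free DMEM, 10% FBS.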
# MCF10A rerep = DNA re-replication induction in MCF 10a cells; MCF 10A DNA re-replication, Hoechst nuclear intensity, 48 h; Potency, µM (highest dose often 46.1 µM), without a hit: at the highest dose activity, positive = re-replication, usual class: activators; actives 2.9% (n = 350,000); AID 624296; also: potency is read from the fitted curve at half-maximal effect; % of control where 0% means no effect; nearly all actives have a fitted effect of over 50% in size
# HT1080 IDH1KD tx = toxicity to HT-1080 IDH1 knockdown cells (counter line) | HT-1080 IDH1 knockdown viability, ATP luminescence, 48 h | Potency, µM (highest dose often 46.1 µM), for inactives: at the highest dose activity, negative = toxicity, actives largely listed as cytotoxic | actives 2% (n = 360,000) | AID 686971;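 also: potency is read from the fitted curve at half-maximal effect; 0% = DMSO wells and -100% = cell-free medium wells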
#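 After a 2 h attachment period, IDH1KD HT-1080 cells took pin-transferred compound for 48 h at 37 °C; ATP-based luminescence after 10 min room-temperature reagent incubation reported viability.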
# KB-V1 MDR tox = KB-V1 MDR subline cytotoxicity; KB-V1 MDR cells viability, CellTiter-Glo, 72 h; Potency, µM (titrated, usually from 46.1 µM), for the others: at the highest dose activity change, negative = cytotoxicity, most hits filed as cytotoxic; actives 3.4% (n = 400,000); AID 1347076; also: potency is read from the fitted curve at half-maximal effect; % is scaled to controls: 0 for no effect and ±100 for the full control effect; nearly all actives have a fitted effect of over 60% in size
#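 KB-V1 MDR subline cells in DMEM (phenol-red free, 10% FBS) exposed to compounds in qHTS concentration series for 72 h at 37 degrees C. Viability read by CellTiter-Glo luminescence; concentration-effect curves fitted after normalization and correction.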
# SW480 rereplic = DNA re-replication induction in SW480 cells. Potency, µM (series often up to 46.1 µM), for inactives: top-dose re-replication activation, usual class: activators. AID 624297. actives 1.8% (n = 340,000). SW480 DNA re-replication, Hoechst DNA content imaging, 48 h; also: potency is read from the fitted curve at half-maximal effect; % of control where 0% means no effect; nearly all actives have a fitted effect of over 55% in size
#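 First, 250 cells per well were seeded. Next, compound or vehicle (23 nL) was pinned in, plates sat 48 hr at 37 C. Finally Hoechst was added for 40 min before fluorescence scanning.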
# HT1080NT lethal = kills 2HG-producing HT-1080-NT fibrosarcoma cells | HT-1080-NT fibrosarcoma viability, CellTiter-Glo ATP luminescence, 48 h | Potency, µM (top dose mostly 46.1 µM), for the others: at the top dose activity, negative = less viability, actives largely listed as cytotoxic | actives 1.6% (n = 360,000) | AID 686970;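 also: NT is the 2HG producing partner of a matched IDH1 knockdown line; potency is read from the fitted curve at half-maximal effect; 0% = DMSO-treated cells and -100% = media-only wells without cells; nearly all actives have a fitted effect of over 55% in size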
#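 HT-1080-NT; 750 cells/well; 5% FBS RPMI; 48 h compound, 37 degrees C; CellTiter-Glo luminescence; curve fitting and curve-class assignment.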
# IL-1B inflam inh = blocks inflammasome-driven IL-1 beta release | actives 4.7% (n = 360,000) | activity change, % at 57.5 µM | THP-1 LPS/ATP IL-1B secretion, AlphaLISA, 16 h; stronger effect = lower value; in the data active = activity change below about -50%; inconclusive = mostly about -30% to -49%; also: % is scaled to controls: 0 for no effect and ±100 for the full control effect
#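 THP-1 cells pretreated 1 hr with compounds (up to 57.5 uM final), then stimulated with LPS (250 ng/mL final) plus ATP (1.25 mM final); secreted IL-1B measured by AlphaLISA after 16 hr, decreased signal indicating inhibition.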
# WRN helicase inh = inhibitors of human WRN helicase | AID 651768 | Potency, µM (highest dose often 114 µM), inactives show at the highest dose activity change, negative = inhibition, most hits filed as inhibitors | actives 0.46% (n = 360,000) | Q14191 | WRN helicase unwinding, fluorescent forked duplex, kinetic; also: potency is read from the fitted curve at half-maximal effect; % is scaled to controls: 0 for no effect and ±100 for the full control effect; nearly all actives have a fitted effect of over 55% in size
# Target sequence (Q14191 whole entry, looked up): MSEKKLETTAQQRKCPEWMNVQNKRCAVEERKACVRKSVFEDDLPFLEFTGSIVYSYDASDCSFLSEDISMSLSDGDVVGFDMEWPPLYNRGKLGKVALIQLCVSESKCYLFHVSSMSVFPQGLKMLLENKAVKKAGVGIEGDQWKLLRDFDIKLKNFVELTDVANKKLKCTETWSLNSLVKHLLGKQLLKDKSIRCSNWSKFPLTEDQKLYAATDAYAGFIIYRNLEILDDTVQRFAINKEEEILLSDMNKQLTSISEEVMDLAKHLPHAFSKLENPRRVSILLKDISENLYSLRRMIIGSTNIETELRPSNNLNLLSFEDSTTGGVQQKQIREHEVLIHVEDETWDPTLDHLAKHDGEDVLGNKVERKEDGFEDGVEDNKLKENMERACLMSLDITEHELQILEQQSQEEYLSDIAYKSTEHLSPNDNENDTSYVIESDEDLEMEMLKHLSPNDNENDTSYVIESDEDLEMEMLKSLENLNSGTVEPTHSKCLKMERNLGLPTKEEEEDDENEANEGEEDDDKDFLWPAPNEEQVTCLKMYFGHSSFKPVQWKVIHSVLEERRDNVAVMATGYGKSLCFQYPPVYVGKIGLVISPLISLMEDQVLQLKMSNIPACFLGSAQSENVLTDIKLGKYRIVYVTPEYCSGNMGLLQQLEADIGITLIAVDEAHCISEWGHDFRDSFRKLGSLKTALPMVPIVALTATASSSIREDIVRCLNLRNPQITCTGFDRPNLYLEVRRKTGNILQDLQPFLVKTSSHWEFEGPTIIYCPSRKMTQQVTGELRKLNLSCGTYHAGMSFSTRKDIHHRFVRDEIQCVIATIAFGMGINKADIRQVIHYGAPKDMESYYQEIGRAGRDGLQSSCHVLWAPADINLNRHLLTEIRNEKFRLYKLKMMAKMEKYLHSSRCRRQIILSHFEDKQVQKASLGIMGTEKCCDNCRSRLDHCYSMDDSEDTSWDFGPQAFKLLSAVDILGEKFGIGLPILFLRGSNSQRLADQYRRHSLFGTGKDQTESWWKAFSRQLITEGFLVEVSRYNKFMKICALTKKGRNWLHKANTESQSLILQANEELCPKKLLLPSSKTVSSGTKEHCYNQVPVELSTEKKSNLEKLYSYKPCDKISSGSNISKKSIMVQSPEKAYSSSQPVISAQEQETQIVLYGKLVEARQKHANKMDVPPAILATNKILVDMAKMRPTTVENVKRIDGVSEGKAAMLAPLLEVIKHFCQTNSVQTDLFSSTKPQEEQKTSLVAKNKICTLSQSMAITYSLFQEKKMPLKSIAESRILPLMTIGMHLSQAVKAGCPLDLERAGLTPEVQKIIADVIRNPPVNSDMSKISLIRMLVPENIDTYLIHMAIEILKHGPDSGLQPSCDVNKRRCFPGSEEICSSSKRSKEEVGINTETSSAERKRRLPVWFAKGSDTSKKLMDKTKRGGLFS
#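 Kinetic fluorescence helicase assay: unwinding of a quenched forked DNA duplex (100 nM final) with 2 mM ATP final raises red fluorescence (525/598 nm). Compounds sat 15 min at room temperature with 20 nM WRN beforehand.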
# ATXN2 expr inh = reduces ATXN2 reporter expression in HEK-293 cells | HEK-293 ATXN2-luciferase reporter, luminescence, 24 h | Potency, µM (series often up to 57 µM), for inactives: at the highest dose activity change, negative = inhibition, most hits filed as inhibitors | actives 0.72% (n = 360,000); also: potency is read from the fitted curve at half-maximal effect; % is scaled to controls: 0 for no effect and ±100 for the full control effect; nearly all actives have a fitted effect of over 55% in size
#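 ATXN2-luciferase reporter cells (luciferase flanked by upstream and downstream ATXN2 gene portions) were treated 24 h at 37 °C with compounds at up to 57 uM. SteadyGlo luminescence gave expression; GF-AFC fluorescence gave viability.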
# Active calls of the source: *; i = inactive; ? = inconclusive; nt = not tested or not shown; & = joins results of further samples; [ ] = another dose, or the depositor's remark. Unless noted, calls follow the shape of the dose curve; as a rule, active = well fitted curve in the direction sought with a large enough effect; inconclusive = small, poorly fitted or top-dose-only effect, or another doubt; inactive = no such curve, though single readings can be large; an effect the other way counts as inactive or inconclusive.
# The first 10 entries, to show the layout:
SMILES,KB-3-1 tox,MCF10A rerep,HT1080 IDH1KD tx,KB-V1 MDR tox,SW480 rereplic,HT1080NT lethal,IL-1B inflam inh,WRN helicase inh,ATXN2 expr inh
COc1ccc(N(CC(=O)N2CCN(c3ccccc3F)CC2)S(=O)(=O)c2c(C)noc2C)cc1,2%&0%,-2%,6%,15%&1%,-4%,0%,-9,2%,3%&-2%
Cc1[nH]n(-c2ccc([N+](=O)[O-])cc2)c(=O)c1C=NCCN1CCN(C(=O)C(C)C)CC1,?,-1%,?,?,-2%,?,12,11%,nt
CCSc1nnc(-c2cc3c(s2)-c2ccccc2CC3)o1,-5%,?,-3%,-22%,7%,-4%,9,-27%[57.1 µM],57%[activator]
Cc1ccc(NC(=O)Cc2nnc(SCC(=O)Nc3ccccc3)n2C)cc1,10%,-3%,1%,12%,-3%,21%,1,0%,-13%
O=C(Nc1ccccc1)c1ccccc1Oc1ccc(C(F)(F)F)cc1[N+](=O)[O-],?,7%,-29%,?,0%,-29%,-6,-11%,-6%
O=C(O)CSc1nnc(Cc2ccccc2)n1Cc1ccccc1,13%,-1%,1%,15%,-10%,8%,4,7%,9%
COc1ccc(CC(=O)N/N=C\c2cc(Br)c(O)c(Br)c2)cc1,7%,3%,7%,?,22%,15%,37,2%,6%
CCOC(Cn1c(SCc2cc(C(C)=O)ccc2OC)nc2ccccc2c1=O)OCC,3%,4%,-8%,0%,-5%,0%,17,-29%,-4%
Cc1nnc(NC(=O)c2c(-c3ccccc3Cl)noc2C)s1,8%,-1%,-2%,-3%,-3%,-15%,42,-21%,15%[11.3 µM]
Cc1occc1C(=O)NNC(=S)NCc1ccc(Cl)cc1,-6%,5%,-1%,-8%,0%,0%,-1,5%,nt

# Main list, from the first entry:
SMILES,KB-3-1 tox,MCF10A rerep,HT1080 IDH1KD tx,KB-V1 MDR tox,SW480 rereplic,HT1080NT lethal,IL-1B inflam inh,WRN helicase inh,ATXN2 expr inh
COc1ccc(N(CC(=O)N2CCN(c3ccccc3F)CC2)S(=O)(=O)c2c(C)noc2C)cc1,2%&0%,-2%,6%,15%&1%,-4%,0%,-9,2%,3%&-2%
Cc1[nH]n(-c2ccc([N+](=O)[O-])cc2)c(=O)c1C=NCCN1CCN(C(=O)C(C)C)CC1,?,-1%,?,?,-2%,?,12,11%,nt
CCSc1nnc(-c2cc3c(s2)-c2ccccc2CC3)o1,-5%,?,-3%,-22%,7%,-4%,9,-27%[57.1 µM],57%[activator]
Cc1ccc(NC(=O)Cc2nnc(SCC(=O)Nc3ccccc3)n2C)cc1,10%,-3%,1%,12%,-3%,21%,1,0%,-13%
O=C(Nc1ccccc1)c1ccccc1Oc1ccc(C(F)(F)F)cc1[N+](=O)[O-],?,7%,-29%,?,0%,-29%,-6,-11%,-6%
O=C(O)CSc1nnc(Cc2ccccc2)n1Cc1ccccc1,13%,-1%,1%,15%,-10%,8%,4,7%,9%
COc1ccc(CC(=O)N/N=C\c2cc(Br)c(O)c(Br)c2)cc1,7%,3%,7%,?,22%,15%,37,2%,6%
CCOC(Cn1c(SCc2cc(C(C)=O)ccc2OC)nc2ccccc2c1=O)OCC,3%,4%,-8%,0%,-5%,0%,17,-29%,-4%
Cc1nnc(NC(=O)c2c(-c3ccccc3Cl)noc2C)s1,8%,-1%,-2%,-3%,-3%,-15%,42,-21%,15%[11.3 µM]
Cc1occc1C(=O)NNC(=S)NCc1ccc(Cl)cc1,-6%,5%,-1%,-8%,0%,0%,-1,5%,nt
FC(F)(F)c1cccc(-c2ccn3ncnc3n2)c1,-27%,7%,9%,21µM*,11%,-3%,-1,-2%,-7%
O=c1[nH]c(/C=C/c2ccccc2)c([N+](=O)[O-])c(=O)[nH]1,2%,?,-20%,10%,-2%,-9%,-9,-26%,-4%
O=C(NC(Cc1ccccc1)C(=O)O)/C(=C/c1ccco1)NC(=O)c1cccc([N+](=O)[O-])c1 (stereo unspecified),-3%,-6%,8%,5%,-125%[inhibitor],11%,12,1%,nt
C[N+](C)(C)CC(=O)N1CCN(c2ccc3ccccc3n2)CC1,22%,-8%,5%,17%,8%,5%,23,7%,-4%
CCCNc1c(NS(=O)(=O)c2cccc(C#N)c2)c(=O)oc2ccccc12,2%,-1%,-15%,-17%,-51%[inhibitor],-4%,0,8%,2%
N#CC1=C(N)Oc2cc(N)ccc2C1c1ccccc1F (stereo unspecified),?,18µM*,16µM*,7.3µM*,18µM*,15µM*,32,0%,-16%
CC(C)(C)NC(=O)C(c1ccccn1)N(C(=O)c1csnn1)C1CCCCC1 (stereo unspecified),3%,-8%,2%,-14%,-11%,16%,-16,-8%,-4%
COCCNC(=O)C1CCCN(Cc2cccc(C(F)(F)F)c2)CC1 (stereo unspecified),0%,nt,20%,4%,nt,21%,20,5%,14%
CCS(=O)(=O)Nc1ccc(C(=O)c2ccccc2)cc1,-6%,2%,-5%,0%,0%,-3%,-52*,0%,-12%
O=C(NCCC1CCCCN1S(=O)(=O)c1ccc(F)cc1)C(=O)Nc1ccccc1 (stereo unspecified),-5%,12%,11%,-30%,4%,4%,-8,-31%,5%
O=C(CN1CCN(Cc2ccccc2)CC1)NCC1COc2ccccc2O1 (stereo unspecified),14%,9%,3%,-14%,-3%,9%,2,-2%,-5%
Cc1ccsc1C(=O)OCC(=O)Nc1cccc(S(=O)(=O)NC2=NCCCCC2)c1,1%,-2%,1%,-13%,-84%[inhibitor],2%,16,-6%,nt
Cc1nc(C(F)(F)F)c(C(=O)NC(=O)Nc2ccccc2)s1,4%,-1%,-3%,14%,-6%,-1%,17,0%,3%
COc1ccc(S(=O)(=O)N(CC(=O)NC2CCCCC2)c2ccc(F)cc2)cc1,17%,8%,-17%,-26%,-2%,-16%,6,-5%,-2%
Cc1noc(C)c1C(=O)N1CCC1(C)C(=O)NS(=O)(=O)Cc1cccc(Cl)c1 (stereo unspecified),0%,nt,13%,-8%,nt,25%,0,1%,-3%
O=C1c2ccccc2NC(c2ccc(Cl)cc2Cl)N1O (stereo unspecified),?,?,?,?,?,?,57,4%,-33%
CCOc1ccc(OC(=O)C(CCS(C)(=O)=O)N2C(=O)c3ccccc3C2=O)cc1 (stereo unspecified),0%,1%,4%,20%,-4%,-1%,?,-21%,nt
C/C(=N\N=C\c1ccc(N(C)C)cc1)c1cccc([N+](=O)[O-])c1,14%,-2%,18%,20%,15%,14%,-6,-16%,30%
O=C(CCCSc1nc2ccccc2[nH]1)Nc1nnc(-c2ccccc2)o1,4%,1%,-4%,-22%,-7%,-11%,22,0%,-16%
Cc1ccc2oc(=O)n(CCC(=O)Nc3ccc(N4CCOCC4)cc3)c2c1,0%,0%,4%,?,-1%,11%,-7,-4%,3%
CC(C)c1cccc(C(C)C)c1NC(=O)c1ccccc1,-3%,0%,5%,-26%,-6%,-4%,-2,4%,-5%
COc1ccc(C(=O)Nc2cc(-c3ccc(C)cc3)no2)cc1,2%,?,?,-4%,-23%,?,10,-13%,nt
O=[N+]([O-])c1cc2ncccc2c2ncccc12,?,nt,-25%,?,nt,?,?,-16%,nt
O=C(O)C1CC1(c1ccccc1)c1ccccc1 (stereo unspecified),4%,16%,-2%,19%,-3%,-2%,-9,6%,nt
CCCCc1[nH]nc2c1C1(C(=O)N(CC)c3ccccc31)C(C#N)=C(N)O2 (stereo unspecified),12%,-2%,0%,5%,1%,-2%,-3,-1%,3%
CCNCc1cc(Cl)cc(OC)c1OC(C)C,0%,-5%,0%,12%,-6%,-2%,-5,9%,-23%
Nn1c(SCC(=O)Nc2nccs2)nnc1-c1ccccn1,1%,-49%[inhibitor],13%,24%,-334%[inhibitor],15%,7,0%,29%
COc1ccc(-n2nc(C(=O)NCC(=O)N3CCN(Cc4ccccc4)CC3)c3ccccc3c2=O)c(OC)c1,6%,8%,-16%,?,5%,-3%,-17,-8%,-2%
O=C(NCCCN1CCOCC1)C1CC(=O)N(c2ccccc2)C1 (stereo unspecified),1%,-44%[inhibitor],3%,?,1%,5%,20,-1%[57.1 µM],-8%
CCCCCCCN1C(N(C)C)=NC[C@@H]1Cc1ccccc1,-2%,0%,?,-16%,1%,?,?,7%,-22%
Cc1ccc(S(=O)(=O)N(C)CCCC(=O)Nc2cccc3ccccc23)cc1,0%,?,-11%,12µM*,?,?,-29,0%,7%
CCc1cc(C(=O)N2CCCC(C(=O)c3ccc(C(F)(F)F)cc3)C2)n(C)n1 (stereo unspecified),?,?,-13%,?,-5%,-8%,0,-2%,-11%
CC12CCCC(C(C#N)C(N)=O)(C1)NC(=O)C2C#N (stereo unspecified),-1%,?,-5%,0%,-1%,0%,0,1%,-14%
COc1ccc([C@H]2C=C(C(=O)O)O[C@@H](OCCCCO)C2)cc1,0%,-10%,-1%,3%,3%,-1%,24,5%,-21%
Cc1ccc(-n2ccc(=O)c(C(=O)O)n2)cc1,-5%,?,-7%,-4%,?,-2%,-9,-12%,-6%
Cc1cccc(C)c1OCC(=O)Nc1ccccc1C(=O)N1CCOCC1,30%,8%,0%,?,?,4%,i,-18%,1%
CC1C(=O)CCC1(C(=O)O)c1ccccc1 (stereo unspecified),3%,3%,-2%,1%,14%,-1%,9,4%,1%

# Screens: PubChem, National Center for Advancing Translational Sciences (NCATS)
